High-throughput results: PubChem BioAssay, several laboratories
MsrA inhibitor – inhibits bovine methionine sulfoxide reductase A; purified bovine MsrA, absorbance read-out; inhibition, % at 15.5 µM; actives 0.75% (n = 360,000); AID 651718; in the data active means inhibition above about 4.5%;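 further: 0% = vehicle wells with enzyme and 100% = reference inhibitor wells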
Scp1 inh – blocks human Scp-1 phosphatase activity. Recombinant Scp1, phosphopeptide, malachite green phosphate absorbance. inhibition, % at 20 µM. Q9GZU7. actives 0.88% (n = 340,000);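 active means inhibition above about 50% at 20 µM, limit read from the data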;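 further: plate controls were DMSO wells with enzyme for no effect and wells lacking enzyme for full effect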
Target sequence (Q9GZU7 76-261 limits assumed): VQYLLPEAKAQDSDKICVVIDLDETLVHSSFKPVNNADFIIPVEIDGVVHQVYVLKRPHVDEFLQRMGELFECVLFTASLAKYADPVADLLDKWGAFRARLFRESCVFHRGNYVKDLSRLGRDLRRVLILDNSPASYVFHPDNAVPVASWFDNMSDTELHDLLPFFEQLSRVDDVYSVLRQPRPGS
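Assay system: SCP-1 catalytic fragment, aa 76-261 | Buffer or medium: Tris acetate buffer pH 5.5 with MgCl2 and Tween-20 | Compound: One concentration, 20 µM, with 1.0% DMSO | Also added: Phospho 17-mer peptide substrate | Signal: Absorbance at 630 nm | Incubation: 45 min enzyme reaction at room temperature | Measure: % inhibition of SCP-1 phosphate liberation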
Tb MetRS inh – Trypanosoma brucei MetRS inhibition | purified T. brucei MetRS, ATP depletion, Kinase-Glo luminescence | inhibition, % at 11.9 µM | actives 0.4% (n = 360,000);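 active means inhibition above a per-plate cutoff of the control wells' mean inhibition plus 3 SD, cut at about 5.5% in these data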;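 further: 0% = DMSO wells median and 100% = median of wells with control inhibitor compound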
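Material – parasite MetRS enzyme · Medium – HEPES-MgCl2-KCl buffer plus DTT, spermine, BSA, pyrophosphatase · Reagent – ATP, methionine and E. coli bulk tRNA substrates · Times – 15 min enzyme-compound preincubation, 2 h reaction, 10 min detection, 25 °C · Measured by – luminescence of leftover ATP · Evaluation – percent inhibition relative to median high and low control wells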
MsrA act – activates bovine MsrA enzyme; purified bovine MsrA, absorbance read-out; AID 602163; activation, % at 10.6 µM; actives 0.3% (n = 360,000); in the data active means activation above about 7.5%;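 further: 0% = vehicle and 100% = reference activator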
DNMT1 block – inhibitors of human DNMT1; P26358; DNMT1 molecular beacon, Hinp1I cleavage, fluorescence; inhibition (reported as % activation of signal), % at 10 µM; actives 0.83% (n = 360,000); AID 588458; in the data active means inhibition above about 50%
LMPTP inh – blocks human LMPTP phosphatase. P24666. AID 651560. actives 0.22% (n = 360,000). inhibition, % at 20 µM. recombinant LMPTP-A, OMFP fluorogenic substrate, fluorescence intensity;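 active means compounds that cut the enzyme signal by at least half of the control window in the single-dose screen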;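 further: plate controls were DMSO wells with enzyme plus substrate for no effect and substrate without enzyme for full effect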
Target sequence (P24666 whole entry, looked up): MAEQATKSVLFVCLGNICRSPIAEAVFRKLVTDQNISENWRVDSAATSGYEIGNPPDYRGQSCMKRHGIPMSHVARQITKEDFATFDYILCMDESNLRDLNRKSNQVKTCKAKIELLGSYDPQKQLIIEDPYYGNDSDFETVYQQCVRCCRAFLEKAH
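Material: LMPTP-A; amount: 0.625 nM enzyme; doses: single 20 µM dose; times: reaction 50 min, room temperature, dark; technique: fluorescence intensity of OMFP turnover product; benchmarks: no-enzyme and uninhibited controls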
CendR NRP1 mod – alters CendR peptide binding to human NRP-1 | FAM-RPARPAR peptide binding to NRP-1, fluorescence polarization | inhibition, % at 25 µM | actives 0.85% (n = 360,000) | AID 602438;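 active means inhibition or corrected inhibition above about 18%, plus a signal ratio from 0.5 to 1.5, limit read from the data, passing the limit was not always enough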; further: strong numbers were not always called active
SUMO1 PPI mod – alters human SUMO1 binding to SIM partners; AID 602429; SUMO1 binding to a labelled peptide, TR-FRET, 1 h; inhibition, % at 20 µM; P63165; actives 0.33% (n = 360,000); in the data active means inhibition above about 37%
Target sequence (P63165 whole entry, looked up): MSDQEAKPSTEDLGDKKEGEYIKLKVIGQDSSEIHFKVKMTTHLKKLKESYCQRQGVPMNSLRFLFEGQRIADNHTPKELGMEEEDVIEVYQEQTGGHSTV
E coli Lon inh – inhibits E. coli Lon protease. purified E. coli Lon protease, fluorescence polarization. P0A9M0. AID 602123. actives 0.42% (n = 360,000). inhibition, % at 7.94 µM; in the data active means inhibition above about 13%, passing the limit was not always enough;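 further: 0% = enzyme with probe and DMSO and 100% = no enzyme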
STEP block – inhibitors of human striatal-enriched phosphatase STEP. P54829. inhibition, % at 20 µM. recombinant STEP, OMFP fluorogenic substrate, fluorescence. actives 0.25% (n = 360,000);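 active means inhibition at 20 µM, scaled per plate between control wells, above about 37%, limit read from the data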;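 further: 0% = DMSO with enzyme and substrate and 100% = substrate only without enzyme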
Target sequence (P54829 whole entry, looked up): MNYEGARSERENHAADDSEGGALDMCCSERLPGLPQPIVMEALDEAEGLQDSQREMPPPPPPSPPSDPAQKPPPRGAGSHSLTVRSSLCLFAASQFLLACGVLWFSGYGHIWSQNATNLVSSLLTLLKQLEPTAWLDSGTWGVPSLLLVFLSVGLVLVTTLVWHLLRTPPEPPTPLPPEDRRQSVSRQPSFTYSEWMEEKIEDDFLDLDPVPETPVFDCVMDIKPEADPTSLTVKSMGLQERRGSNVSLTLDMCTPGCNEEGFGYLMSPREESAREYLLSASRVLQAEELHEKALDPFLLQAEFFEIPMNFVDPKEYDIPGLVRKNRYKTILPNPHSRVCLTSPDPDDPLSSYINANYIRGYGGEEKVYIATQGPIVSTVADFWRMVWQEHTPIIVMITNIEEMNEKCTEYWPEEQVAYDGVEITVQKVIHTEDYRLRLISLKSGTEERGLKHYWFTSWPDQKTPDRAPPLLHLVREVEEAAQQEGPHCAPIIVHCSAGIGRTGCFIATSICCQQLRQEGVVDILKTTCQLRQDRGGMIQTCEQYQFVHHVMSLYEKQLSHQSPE
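Material: STEP (striatal-enriched tyrosine phosphatase) enzyme, cell-free; Compound dosing: 20 µM single dose in 1% DMSO; Technique: fluorescence read at 480 nm ex / 540 nm em; Times: reaction 20 min, ambient temperature; Medium: 50 mM Bis-Tris pH 6.0 with 2.5 mM DTT and 0.005% Tween 20; Also added: OMFP at 25 µM.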
Numbers without * were called inactive; / = no result given. Compounds were not picked by outcome. About 4.3% of those tested had a hit in this group.

SMILES | MsrA inhibitor | Scp1 inh | Tb MetRS inh | MsrA act | DNMT1 block | LMPTP inh | CendR NRP1 mod | SUMO1 PPI mod | E coli Lon inh | STEP block
O=[N+]([O-])c1ccc(N2CCN(CC3CCCCC3)CC2)cc1 | 1.7 | 4 | 0.1 | -4 | 5 | -0.9 | 0 | -22 | 7 | 0
CCn1c(=O)c2sccc2n(CC(=O)NC2CCCC2)c1=O | -0.9 | -3 | 0.1 | -1 | 2 | -0.6 | 5 | -3 | -10 | 0
CN1C(=O)Cc2cc(S(=O)(=O)Nc3ccc(N4CCOCC4)cc3)ccc21 | 0.4 | -10 | -0.1 | -2 | -5 | 1.2 | -9 | 6 | -6 | 3
Cc1ccc2sc(NC(=O)c3ccc(N4C(=O)CCC4=O)cc3)nc2c1C | 0.9 | -12 | -0.7 | 0 | 9 | -1.0 | -17 | -4 | -15 | -1
COc1ccc(S(=O)(=O)N(C)C[C@H]2OCCCC[C@@H](C)Oc3ccc(NC(=O)CCC(F)(F)F)cc3C(=O)N([C@H](C)CO)C[C@@H]2C)cc1 | -0.6 | / | 1.0 | -2 | 6 | -0.9 | -14 | -1 | -6 | -2
Cc1cccc2cc(C3CC(c4cccs4)=NN3S(C)(=O)=O)c(Cl)nc12 (stereo not drawn) | 0.2 | -7 | 0.3 | -2 | 43 | 3.1 | -8 | -8 | -10 | 0
CC(C)CN(C(=O)COC(=O)c1ccc([N+](=O)[O-])o1)C1CCS(=O)(=O)C1 (stereo not drawn) | -0.3 | 1 | -0.4 | -5 | -4 | -1.6 | -2 | -3 | -1 | -1
CCCOC(=O)c1ccc(OCC(O)CN2C(=O)NC(C)(C)C2=O)cc1 (stereo not drawn) | -0.9 | 65* | -0.4 | -5 | 1 | 0.1 | -10 | -3 | 3 | -1
COc1ccc(S(=O)(=O)N2CCCC(C(=O)NCCC3=CCCCC3)C2)cc1 (stereo not drawn) | 0.3 | -17 | -1.1 | -3 | -4 | -0.7 | 7 | -1 | -4 | 0
Cc1c(NC(=O)C(C)OC(=O)c2sc3ccccc3c2Cl)c(=O)n(-c2ccccc2)n1C (stereo not drawn) | -0.8 | -8 | -0.2 | -4 | 0 | -2.3 | -20 | -12 | 1 | -4
COc1ccc(S(=O)(=O)N2CC3C4C=CC(C4)C3C2)cc1 (stereo not drawn) | -0.2 | 19 | 0.0 | -6 | -1 | -1.2 | 12 | -1 | 0 | 0
Cc1ccccc1-n1c(SCC(=O)c2c(N)n(C3CC3)c(=O)[nH]c2=O)nnc1N1CCOCC1 | -1.2 | -8 | -0.2 | -8 | 6 | 1.6 | -10 | -2 | -7 | 0
COc1ccc2[nH]cc(C(O)CN3CCN(c4ccccc4F)CC3)c2c1 (stereo not drawn) | 1.5 | 2 | 0.5 | -3 | -15 | 1.3 | -7 | 2 | -6 | 4
Cc1ccc(S(=O)(=O)N2CCN(C(=S)NCC3CCCO3)CC2)cc1 (stereo not drawn) | -0.7 | -7 | -0.6 | -6 | 1 | -1.8 | -14 | 2 | 13 | 2
CC(C)n1c(NCCO)nc2ccccc21 | 2.0 | -1 | 0.4 | -3 | -2 | 2.1 | 26* | -1 | -8 | 1
Cc1ccc(CNC(=O)CCCc2ccccc2)cc1 | -0.3 | -9 | -0.2 | 0 | 0 | -0.2 | 2 | -4 | 9 | -2
C=CCN1C(=O)C(C)NC1=S (stereo not drawn) | -0.3 | -11 | 2.0 | -2 | 0 | -2.3 | 6 | 4 | 5 | 4
O=C(NCc1ccccc1Cl)C1CCN(S(=O)(=O)c2ccc(F)cc2)CC1 | 0.9 | -8 | 1.1 | -3 | -3 | -0.6 | 1 | 2 | -5 | 0
O=C(Nc1ccc(F)cc1)C(c1ccncc1)N1CCN(CC(=O)N2CCCC2)CC1 (stereo not drawn) | 1.0 | / | -0.8 | / | / | -1.0 | -14 | 5 | / | /
CCC1(C)Cc2nc3[nH]c(=S)n(-c4ccc(C)cc4)c(=O)c3cc2CO1 (stereo not drawn) | 0.1 | -7 | 0.0 | -4 | 0 | -2.5 | -7 | 1 | -4 | 2

Arranged by the number under SUMO1 PPI mod (rising): some entries from above
molecule	MsrA inhibitor	Scp1 inh	Tb MetRS inh	MsrA act	DNMT1 block	LMPTP inh	CendR NRP1 mod	SUMO1 PPI mod	E coli Lon inh	STEP block
Cc1ccc(CNC(=O)CCCc2ccccc2)cc1	-0.3	-9	-0.2	0	0	-0.2	2	-4	9	-2
Cc1ccccc1-n1c(SCC(=O)c2c(N)n(C3CC3)c(=O)[nH]c2=O)nnc1N1CCOCC1	-1.2	-8	-0.2	-8	6	1.6	-10	-2	-7	0
COc1ccc(S(=O)(=O)N2CC3C4C=CC(C4)C3C2)cc1 (stereo not drawn)	-0.2	19	0.0	-6	-1	-1.2	12	-1	0	0
COc1ccc2[nH]cc(C(O)CN3CCN(c4ccccc4F)CC3)c2c1 (stereo not drawn)	1.5	2	0.5	-3	-15	1.3	-7	2	-6	4
C=CCN1C(=O)C(C)NC1=S (stereo not drawn)	-0.3	-11	2.0	-2	0	-2.3	6	4	5	4
O=C(Nc1ccc(F)cc1)C(c1ccncc1)N1CCN(CC(=O)N2CCCC2)CC1 (stereo not drawn)	1.0	/	-0.8	/	/	-1.0	-14	5	/	/

Printed as active in Scp1 inh, among the entries above:
SMILES | MsrA inhibitor | Scp1 inh | Tb MetRS inh | MsrA act | DNMT1 block | LMPTP inh | CendR NRP1 mod | SUMO1 PPI mod | E coli Lon inh | STEP block
CCCOC(=O)c1ccc(OCC(O)CN2C(=O)NC(C)(C)C2=O)cc1 (stereo not drawn) | -0.9 | 65* | -0.4 | -5 | 1 | 0.1 | -10 | -3 | 3 | -1

Other results:
SMILES | MsrA inhibitor | Scp1 inh | Tb MetRS inh | MsrA act | DNMT1 block | LMPTP inh | CendR NRP1 mod | SUMO1 PPI mod | E coli Lon inh | STEP block
O=C(C[C@H]1C/C=C/CC[C@H](Cc2ccc(F)cc2)C(=O)O[C@H](c2ccccc2)CNC1=O)NCCO | -0.3 | 7 | -1.0 | -1 | 2 | -0.9 | 0 | 0 | -10 | -1
O=C(OCC#CCSc1nnc(-c2cccc3ccccc23)o1)c1ccc(Cl)cc1 | -0.1 | -14 | -0.6 | -11 | 2 | 1.4 | 3 | -2 | -6 | 0
COn1c(=O)c(=O)n(O)c2ccccc21 | 1.1 | -2 | -0.3 | 1 | 2 | -1.8 | 8 | -9 | -4 | -1
Cn1c(=O)c2cc(NC(=S)NC3CCCCC3)ccc2n1Cc1cccc(C(F)(F)F)c1 | 1.0 | / | 0.5 | -1 | -7 | 0.6 | -11 | 2 | -5 | 1
CCOC(=O)C(Cc1ccnnc1)=NO | 0.6 | -12 | -0.4 | 0 | 6 | -1.0 | 20 | -4 | 18 | 0
Cc1cn(CCC(=O)Nc2ccc(N3CCOCC3)cc2)c2ccccc12 | -1.2 | 3 | -0.7 | -8 | -2 | -0.5 | -3 | 4 | 4 | 2
Oc1ccc(/C=N/N(c2ccccc2)c2ccccc2)c(O)c1O | 1.1 | / | 0.9 | -5 | -6 | 8.9 | 3 | 5 | -14 | 6
Cc1ccccc1N1C(=O)c2sc3nc4c(c(=O)n3c2C1=O)CCC4 | / | 10 | -0.7 | -10 | -4 | -1.3 | -5 | 1 | 0 | 2
O=C(CCC1COc2ccccc2O1)NCc1ccco1 (stereo not drawn) | -1.2 | 3 | -1.7 | -6 | -5 | -1.2 | -10 | 0 | -7 | -1
Cc1cc(C)cc(C(=O)Nc2cc3c4c(c2)CC(=O)N4CCC3)c1 | -0.9 | -2 | -0.4 | -2 | 0 | 0.0 | 0 | 3 | -1 | 1
COc1cccc(C(c2nnnn2-c2c(C)cccc2C)N2CCN(C/C=C/c3ccccc3)CC2)c1OC (stereo not drawn) | -2.5 | / | 0.1 | -1 | -13 | 0.2 | -9 | -3 | 0 | 2
COC(=O)C1CN(C(=O)C(C)Oc2ccccc2F)c2ccccc2O1 (stereo not drawn) | -0.9 | -13 | -0.5 | -3 | -1 | 0.0 | 3 | -1 | -6 | 2
CCC(=O)c1ccc(Oc2nc3c(c(=O)n(C)c(=O)n3C)n2CC)cc1 | -0.4 | 3 | -2.4 | -8 | 6 | -0.1 | 2 | 1 | -2 | 1
CC1CC(C)CN(CCCNC(=O)CCNC(=O)Cn2ccc3ccccc3c2=O)C1 (stereo not drawn) | -0.2 | -7 | -0.5 | 7.7* | -1 | -1.7 | 10 | -3 | -3 | -1
COCCCNC(=O)c1ccc2c(=O)n(C3CCCC3)c(=S)[nH]c2c1 | 0.4 | -4 | -0.4 | -2 | -1 | -1.2 | -6 | 0 | 6 | 0
Cc1cc(-c2ccccc2)[nH]c(=O)c1C#N | 3.8 | -7 | 0.0 | -5 | 3 | -1.9 | 3 | -6 | -10 | -2
Cc1ccc(C(=O)NCC(=O)OCc2nnc(-c3ccc([N+](=O)[O-])cc3)o2)cc1 | 0.1 | / | -0.1 | -1 | 0 | 0.6 | 4 | -36 | -4 | 1
O=C(CCn1nnc2ccccc21)Nc1nnc(Cc2ccc(F)cc2)s1 | -0.7 | -6 | -0.9 | -8 | 1 | 0.0 | 3 | -1 | 2 | 0
COC(=O)CNC(=O)CSc1ccccn1 | 0.4 | -11 | -0.2 | -4 | -1 | -0.9 | -8 | -6 | 9 | -1
CCOc1ccc2c(c1)OC(c1ccc(OC)cc1)(C(F)(F)F)NC2=O (stereo not drawn) | 0.4 | -21 | -0.6 | 0 | -3 | 0.8 | -9 | -1 | 3 | 0
O=C(CN1C2CCCC1CC(NC(=O)c1ccccc1)C2)NC1CC1 (stereo not drawn) | -0.6 | -3 | -0.1 | -2 | -2 | 1.7 | -6 | 2 | -2 | 2
CSCCC(NC(=O)c1ccccc1Br)C(=O)NCc1ccc(F)cc1 (stereo not drawn) | 0.5 | -7 | -1.1 | -3 | 4 | -1.4 | 2 | 3 | -3 | -1
C[C@H](NC(=O)[C@H](Cc1ccccc1)NC(=O)c1cc2cc(Cl)ccc2n1C)C(=O)O | 0.3 | -2 | -0.8 | -1 | -4 | -1.4 | -55 | 2 | -23 | -2
Cc1noc(C)c1COc1cccc(C(=O)OCC(=O)N2CC(=O)Nc3ccccc32)c1 | -1.8 | -13 | -0.5 | -7 | -2 | -0.5 | 6 | 0 | 0 | -1
